# FBA Mtb inh – inhibitors of M. tuberculosis fructose-bisphosphate aldolase. inhibition, % at 1 µM. hit rate 2.3% among 360,000. purified M. tuberculosis FBA, fluorescence read-out; in the data active = inhibition above about 27%;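 note: 0% = vehicle and 100% = reference inhibitor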
# Target sequence (P9WQA3 whole entry, looked up): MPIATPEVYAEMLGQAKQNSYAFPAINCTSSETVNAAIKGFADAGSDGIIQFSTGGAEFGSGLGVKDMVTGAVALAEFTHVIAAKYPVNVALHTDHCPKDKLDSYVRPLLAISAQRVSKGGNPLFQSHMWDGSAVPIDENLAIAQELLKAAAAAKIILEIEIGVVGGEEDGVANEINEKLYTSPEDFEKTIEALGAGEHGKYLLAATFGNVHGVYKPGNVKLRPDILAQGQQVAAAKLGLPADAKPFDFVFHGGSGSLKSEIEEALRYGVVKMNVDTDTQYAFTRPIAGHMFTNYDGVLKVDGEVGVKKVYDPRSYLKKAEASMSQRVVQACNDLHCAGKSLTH
# FadD28 binding – blocks FadD28 binding to the bisubstrate probe. hit rate 0.22% among 360,000. inhibition, % at 12.5 µM. fluorescence polarization; in the data active = inhibition above about 8.5%, passing the limit was not always enough; inconclusive = no clear call, values can overlap the other calls
# PrPC TRFRET – reduces human prion protein on the cell surface; cell surface PrPC, TR-FRET read-out; hit rate 0.43% among 370,000; P04156; inhibition, % at 13.8 µM; in the data active = inhibition above about 24%; note: 0% = median of the test wells and 100% = reference compound wells
# MazF activator – increases E. coli MazEF RNase cleavage of RNA | P0AE70 | hit rate 0.32% among 350,000 | AID 504720 | FAM/BHQ RNA-DNA oligo cleavage fluorescence, 5 h | activation, % at 20 µM; in the data active = activation above about 50%
# Target sequence (P0AE70 whole entry, looked up): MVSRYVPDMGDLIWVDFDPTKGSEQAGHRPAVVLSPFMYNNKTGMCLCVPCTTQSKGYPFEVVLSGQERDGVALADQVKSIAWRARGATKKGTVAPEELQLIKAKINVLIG
# UGM FP inh – inhibitors of M. tuberculosis UDP-galactopyranose mutase. P9WIQ1. purified UGM, fluorescence polarization probe displacement. inhibition, % at 10 µM. hit rate 0.06% among 320,000; in the data active = inhibition above about 10%, passing the limit was not always enough; inconclusive = no clear call, values can overlap the other calls
# Mtb BioA inh – inhibitors of Mycobacterium tuberculosis BioA enzyme; purified M. tuberculosis BioA enzyme, plate reader; inhibition, % at 9.99 µM; hit rate 0.096% among 360,000; AID 602481; in the data active = inhibition above about 40%; inconclusive = no clear call, values can overlap the other calls
# GDH-TPI counter – GDH-TPI coupled enzyme inhibition counter-screen. hit rate 1.2% among 360,000. inhibition, % at 4.8 µM. GDH-TPI coupled enzyme counterscreen, NADH absorbance; in the data active = inhibition above about 30%;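 note: 0% = DMSO wells and 100% = wells lacking the enzyme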
# BoNT F protease – inhibitors of Botulinum neurotoxin F light chain protease | inhibition, % at 10 µM | hit rate 0.22% among 360,000 | AID 588497 | Multiplex microsphere protease cleavage assay, flow cytometry; in the data active = inhibition above about 35%, passing the limit was not always enough; inconclusive = no clear call, values can overlap the other calls; note: plate controls were buffer without enzyme for full effect and enzyme alone for no effect
# Rv3671c protease – inhibits the M. tuberculosis serine protease Rv3671c; AID 2606; hit rate 0.048% among 320,000; inhibition, % at 5.96 µM; in the data active = inhibition above about 38%;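 note: extracellular domain of Rv3671c used as enzyme; 0% = enzyme with DMSO and 100% = no enzyme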
# Target sequence (P9WHR9 whole entry, looked up, the tested form may be a part): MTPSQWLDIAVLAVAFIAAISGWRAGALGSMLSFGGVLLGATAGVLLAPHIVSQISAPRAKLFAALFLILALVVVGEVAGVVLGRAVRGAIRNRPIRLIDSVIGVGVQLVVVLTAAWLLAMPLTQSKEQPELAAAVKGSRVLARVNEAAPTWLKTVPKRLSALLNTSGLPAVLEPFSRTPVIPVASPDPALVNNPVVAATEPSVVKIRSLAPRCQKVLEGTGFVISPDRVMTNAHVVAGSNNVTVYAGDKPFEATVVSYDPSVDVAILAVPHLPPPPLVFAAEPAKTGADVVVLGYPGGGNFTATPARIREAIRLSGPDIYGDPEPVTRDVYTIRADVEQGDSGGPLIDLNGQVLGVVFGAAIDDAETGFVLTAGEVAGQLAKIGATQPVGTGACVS
# Starred values were filed as active, the others as inactive; ? = inconclusive; / = not tested or not shown.
# The line under a structure holds: FBA Mtb inh, FadD28 binding, PrPC TRFRET, MazF activator, UGM FP inh, Mtb BioA inh, GDH-TPI counter, BoNT F protease, Rv3671c protease
O=C(COc1cc2oc(=O)c3c(c2cc1Cl)CCC3)NCCCn1ccnc1
    5, -0.7, -1, 9, -3.9, 29, 23, 4, 3
O=C(Cn1cc2c(n1)CCCC2)NCc1cccs1
    2, 1.3, 2, 4, -0.5, 0.2, -3, -4, 4
Cc1ccc(C2C(C#N)=C(N)Oc3cc4c(cc32)OCO4)cc1 (stereo not given)
    -4, -0.3, -6, 0, -2.2, 1.2, 7, 0, 1
COc1ccc(/C=N/n2cnc3c(sc(=S)n3-c3ccccc3)c2=O)cc1
    2, -1.1, -11, 21, 1.6, -0.5, 7, -13, 14
COc1ccc(S[C@@H](CCN2CC[C@H](NC(=O)OCc3ccccc3)CCC2=O)c2ccccc2)cc1
    -1, -3.8, 3, -12, -3.2, -1.1, 14, -1, -8
CC(=O)c1ccc(OCC(=O)Nc2ccccc2N2CCCC2)cc1
    -5, -3.6, 2, 1, 3.0, 12, -4, -7, -5
Nc1ncnc2c1ncn2[C@@H]1O[C@H](CNCc2ccccc2)[C@@H](O)[C@H]1O
    -1, 0.6, /, 12, 2.4, -1.4, 6, -4, -2
c1ccc(C2=NNC(=NCc3ccc4c(c3)OCO4)SC2)cc1
    3, -0.6, -5, 6, 2.8, 0.4, 19, -15, 0
O=C(Nc1ccccc1Cl)c1cc(=O)c2ccccc2o1
    3, -0.5, -5, 6, -0.9, 0.0, 1, ?, -9
CC1c2ccsc2CCN1C(=O)NC(=O)c1ccc(Cl)cc1 (stereo not given)
    -4, -2.6, 12, 8, 2.7, 2.4, -5, ?, 1
C[C@@H](C(=O)O)[C@H]1C[C@]1(C)[C@H](NC(=O)OCc1ccccc1)c1ccccc1
    0, 3.0, 5, 6, -2.7, -1.5, 3, 2, 10
CCCCN(C)Cc1c(C)[nH]c2c(Cl)cccc2c1=O
    -2, -4.3, -8, -2, -1.1, /, -7, 2, -4
CCOc1ccccc1N1CCN(C(=O)c2ccc3c(c2)OCO3)CC1
    0, -0.3, 4, 9, 3.2, 0.2, 4, 0, 11
COc1ccc(C(C(=O)NC2CCCC2)N(CCO)C(=O)Cn2nnc(-c3ccc(C)o3)n2)cc1OC (stereo not given)
    3, -0.6, -1, -1, 1.3, -1.1, 2, 2, 5
O=C(CSCc1c(Cl)cccc1Cl)NCC1CCCO1 (stereo not given)
    -4, 0.9, -1, 3, 0.3, -1.0, 3, -8, 5
O=C(O)c1ccc(NCc2nc3ccccc3n2Cc2ccccc2)cc1
    4, 0.1, 7, 8, -0.8, /, 0, -2, -4
CC(=O)Nc1ccc(NC(=O)CN(C)CCC#N)cc1
    26, -3.7, 6, 6, 0.2, -1.3, -1, 15, 3
Cc1ccc(NC(=O)CN(C)C(=O)C(c2ccccc2)c2ccccc2)cc1
    0, -2.7, 4, -2, 1.0, 1.9, 9, -5, 0
O=C(Cc1ccsc1)N1CCc2c([nH]c3ccccc23)C1c1ccccn1 (stereo not given)
    1, -2.5, -2, 5, 3.0, /, 2, -4, -3
COc1ccc2nc(N/C(N)=N/C(=S)Nc3cccc(C)c3)nc(C)c2c1
    8, -3.8, -3, -69, -1.6, -1.4, 8, -1, -40
Cc1cccc(C)c1NC(=O)CN(C)C(=O)CSCc1c(C)noc1C
    2, -0.2, 5, -1, -2.6, /, 9, 5, 6
COc1ccccc1NC(=O)COc1ccc(CO)cc1Cl
    2, -2.4, 2, -11, 6.3, -2.4, 5, -9, -9
c1ccc(-c2nc(N3CCCC3)nc3ccccc23)cc1
    8, -1.5, -8, -1, 0.1, /, 0, 3, 2
COc1cc(-c2c(NC(=O)c3ccco3)oc3c(C)cccc3c2=O)cc(OC)c1OC
    1, 0.9, -3, 5, 0.5, /, 17, -3, -3
CC1CC(C)CN(C(=O)c2ccc3ccccc3c2)C1 (stereo not given)
    -1, -0.7, 6, 1, -0.2, /, 1, -12, 11
C=CCNC(=O)c1ccc(C2SCC(=O)N2Cc2ccco2)cc1 (stereo not given)
    6, 1.8, -6, -18, 2.9, /, 0, -4, -8
CCOP(=O)(/C(C#N)=C(\C)O)c1ccccc1 (stereo not given)
    -2, -0.6, 1, -2, 2.7, /, 1, -8, -4
O=C(CCn1ccc([N+](=O)[O-])n1)NC1CCCCCC1
    0, 0.3, -3, 12, -2.1, /, 6, -5, -3
COc1ccccc1CN(CC(=O)NCc1ccco1)C(=O)CNS(=O)(=O)c1ccccc1
    0, -0.9, -3, -1, 2.3, 1.0, 2, 10, -4
CCC(=O)N1CCN=C1SCc1cccc(F)c1
    -1, 0.4, 0, 7, 1.0, -0.2, 3, -13, -10
CCn1cc(Cl)c(C(=O)NNC(=O)CCn2nc(C)c([N+](=O)[O-])c2C)n1
    -3, -0.7, -10, -4, 2.9, /, 12, 1, -3
COc1ccc(CCNC(=O)C2CCCN(S(C)(=O)=O)C2)cc1OC (stereo not given)
    3, -2.4, -6, -9, -2.2, 0.5, 9, -6, -4
COc1ccc(Cn2c(CCC(=O)Nc3ccc(CC#N)cc3)nc3cccnc32)cc1
    -1, 0.0, 12, -1, 1.2, -0.5, -2, 1, 3
O=C1NCCN1CCNS(=O)(=O)c1cc(C(F)(F)F)cc(C(F)(F)F)c1
    1, -0.4, -3, -3, 0.1, -1.7, -2, -12, 10
Fc1ccc(Nc2nc(Oc3ccccc3F)nc(N3CCCC3)n2)cc1
    0, -3.4, 0, 5, 0.4, -0.6, -3, -20, -11
COCc1ccc2oc(C(=O)O)cc2c1
    5, -0.3, -4, -3, 6.5, -2.4, 6, ?, -6
O=C(NCCc1ccccc1)c1nnc(CS(=O)(=O)c2ccccc2)o1
    0, 1.3, 7, 0, 0.8, -1.1, 2, -13, -13
Cc1cc(Br)cc2c1N(C)C(=O)C2(c1ccc(O)cc1)c1ccc(O)cc1
    4, -4.0, 11, 0, 0.2, 2.9, -5, /, -4
Cn1c(NC(=O)CC(C)(C)C)cc(=O)n(C)c1=O
    -1, -1.3, -6, 5, 3.0, -0.3, 15, -9, -8
CC1CC(=O)NN=C1c1cccs1 (stereo not given)
    -2, -2.6, 8, 4, -1.0, -1.3, 9, ?, -6
CCN(CC(=O)NCc1cccs1)C(=O)/C=C/c1ccc(C)cc1
    3, -0.2, -4, -4, 0.3, -4.7, 0, -6, 0
N#C/C(=C\c1ccc(C#N)cc1)C(=O)c1ccccc1
    0, 1.3, 3, -4, -2.8, -0.3, 2, -12, /
Cc1cccc(OCC(=O)O/N=C(\N)c2ccc(Br)cc2)c1
    3, -3.3, 12, 2, -1.8, -1.2, 2, ?, 3
CC(C)(C)c1cc(=O)n2[nH]c(N)nc2n1
    1, -2.9, 5, 3, 2.3, /, 0, 4, 6
COc1ccc(N(C(=O)CNC(=O)c2ccco2)C(C(=O)NC2CCCC2)c2cccnc2)cc1 (stereo not given)
    -7, -3.8, 1, 1, 3.0, -0.1, 1, 20, 1
Cc1cccn2c(=O)c3c(nc12)N1CCC(Cc2ccccc2)CC1C1(C3)C(=O)N(C)C(=O)N(C)C1=O (stereo not given)
    0, -1.6, 4, -8, -1.2, /, 7, 2, -12
COC(=O)CCCC1=CC2=CC(=O)C(C)(OC(=O)c3cccs3)C(=O)C2=CN1Cc1ccccc1 (stereo not given)
    -5, -0.1, -10, 7, 4.3, 26, 14, -28, -4
OC(c1ccc(Cl)cc1)c1nnc(-c2ccccc2)o1 (stereo not given)
    0, -1.6, -2, 3, 1.3, -1.5, -1, -11, 1
CCOCC(=O)Nc1nc(C)cc(C)n1
    -1, -2.0, -4, 3, -1.3, /, 8, 5, 6
CC1CCCN(S(=O)(=O)c2ccc(NC(=O)CCN3C(=O)c4ccccc4C3=O)cc2)C1 (stereo not given)
    -1, -3.4, 3, 7, -3.0, 1.1, 1, ?, -6

# A different layout for part of the listing above:
CC1CCCN(S(=O)(=O)c2ccc(NC(=O)CCN3C(=O)c4ccccc4C3=O)cc2)C1 (stereo not given)
  FBA Mtb inh: -1	FadD28 binding: -3.4	PrPC TRFRET: 3	MazF activator: 7	UGM FP inh: -3.0	Mtb BioA inh: 1.1	GDH-TPI counter: 1	BoNT F protease: ?	Rv3671c protease: -6
COc1ccc(N(C(=O)CNC(=O)c2ccco2)C(C(=O)NC2CCCC2)c2cccnc2)cc1 (stereo not given)
  FBA Mtb inh: -7	FadD28 binding: -3.8	PrPC TRFRET: 1	MazF activator: 1	UGM FP inh: 3.0	Mtb BioA inh: -0.1	GDH-TPI counter: 1	BoNT F protease: 20	Rv3671c protease: 1
CCN(CC(=O)NCc1cccs1)C(=O)/C=C/c1ccc(C)cc1
  FBA Mtb inh: 3	FadD28 binding: -0.2	PrPC TRFRET: -4	MazF activator: -4	UGM FP inh: 0.3	Mtb BioA inh: -4.7	GDH-TPI counter: 0	BoNT F protease: -6	Rv3671c protease: 0

# The listing continues:
# The line under a structure holds: FBA Mtb inh, FadD28 binding, PrPC TRFRET, MazF activator, UGM FP inh, Mtb BioA inh, GDH-TPI counter, BoNT F protease, Rv3671c protease
O=C(Nc1cccc(OC(=O)c2ccco2)c1)c1ccco1
    -1, -2.3, 2, 1, 1.0, 0.2, -3, -2, 1
COc1ccc(-c2nnc(N(C)C(=O)c3cccnc3)s2)cc1
    2, -2.2, 4, -6, 1.4, 5.1, 4, -7, -5
Cc1ccc2nc(NCCCN3CCOCC3)c(C=NCCCN3CCOCC3)c(=O)n2c1
    17, 0.6, -24, -5, /, -0.1, 19, 3, /
COc1ccc(CCNC(=O)c2cc(-c3ccco3)nc3ccccc23)cc1
    /, /, -4, 0, -1.4, /, /, /, 1
CCOC(=O)N1CCN(C(=O)c2ccc3c(=O)n(Cc4ccc(OC)cc4)c(=S)[nH]c3c2)CC1
    -2, -14, 3, 4, 0.6, -0.6, 4, -6, 1
COc1ccc(CN(C)C(=O)c2ccccc2Sc2ccccc2C#N)c(OC)c1
    3, -4.4, -5, 1, 3.9, -2.5, 6, -10, 6
Cc1ccc(S(=O)(=O)N(C)CC(=O)O/N=C(\N)c2ccccn2)cc1
    0, -1.9, 4, 61*, 1.6, /, -8, 1, -5
C=C(C)CSc1nnc(-c2ccccc2)n1N
    1, -2.3, -3, 6, 0.3, /, 10, 15, -8
CCC(=O)NC(Cc1ccccc1)c1nc2ccccc2[nH]1 (stereo not given)
    -4, -2.2, 0, 0, -0.3, -1.3, -6, 10, /
Cc1cc(C)cc(NC(=O)[C@@H](NC(=O)c2ccco2)C(C)C)c1
    3, 0.5, 5, 7, -1.1, -2.3, 6, 2, 0
O=C(NCCCCCCNC(=O)c1ccncc1)c1ccncc1
    3, -0.7, -1, -34, -0.8, -4.2, 8, ?, 1
Cc1cccc(CN2CCN(CC(C)C)C(CCO)C2)n1 (stereo not given)
    5, -0.8, -5, 5, -6.1, /, -6, 10, 2
COc1ccc(/C(O)=C2\C(=O)C(=O)N(CCN(C)C)C2c2cccc(OC)c2OC)cc1Cl (stereo not given)
    3, -3.2, -4, 8, 1.9, -0.2, 14, -7, 6
Cc1cc(C(=O)NC2CCCCC2)on1
    2, 0.4, 2, 3, 1.4, 0.5, 11, 4, -1
O=C1C2CCCN2C(c2cccs2)N1c1ccc(F)cc1 (stereo not given)
    0, -2.7, 9, 1, -1.9, /, 4, -3, 8
CCN(CC)CCOC(=O)c1ccc(N=Cc2c(O)[nH]c(=O)[nH]c2=O)cc1
    -1, -0.2, -3, -16, -2.9, -6.3, 8, -26, 2
Cc1ccc(NC(=O)C2CCCN(S(=O)(=O)c3c(C)noc3C)C2)c(Br)c1 (stereo not given)
    3, -2.5, 3, -3, 2.9, -1.6, 8, -3, 5
Cn1c2ccc(F)cc2c2ncn(Cc3ccco3)c(=O)c21
    32*, -1.5, 16, 2, -1.0, 0.3, 10, -7, -3
Cc1cccc(Nc2nnc(SC(C)C(=O)NC3CC3)s2)c1 (stereo not given)
    3, /, 2, 5, -1.5, -0.1, 8, -2, 1
O=[N+]([O-])c1ccc(CSCc2ccc([N+](=O)[O-])cc2)cc1
    2, -0.7, -8, -13, /, /, 11, -10, /
CCc1ccccc1NC(=O)C1CCN(c2cnccn2)CC1
    4, -1.1, -3, 8, 2.5, 0.1, 5, 2, -1
CSc1ccc(/C=C/C(=O)OCC(=O)NC2CC2)cc1
    46*, -0.2, -4, 4, -3.8, -0.6, 25, -10, 1
CC(CNC(=O)CCS(=O)(=O)c1cc2c(cc1Cl)NC(=O)CO2)c1ccccc1 (stereo not given)
    6, -1.1, -9, 0, 2.5, -1.2, -2, -3, 0

# Screening data (PubChem)
